TPT1 inhibitor = blocks Candida albicans tRNA 2'-phosphotransferase; actives 0.81% (n = 300,000); AID 1962; inhibition, % at 5 µM; recombinant caTPT1, FP RNA substrate dephosphorylation;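 active = inhibition above the mean of all tested compounds plus 3 SD, set per screening campaign, cut at about 24% in these data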;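 note: plate controls were DMSO alone for no effect and ferristatin control at 100 nM for full effect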
GLD-1 RNA inh = GLD-1-TGE RNA interaction inhibition (C. elegans) | purified GLD-1 + fluorescein TGE RNA, fluorescence polarization | Q17339 | actives 0.44% (n = 320,000) | AID 2280 | inhibition, % at 5.96 µM;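 active = percent inhibition above a per-plate cutoff, the plate mean of test compounds plus 3 SD, cut at about 30% in these data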;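 note: 0% = DMSO wells with GLD-1 and probe and 100% = wells lacking GLD-1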
Bcl-xL primary = blocks human Bcl-xL binding to Bim BH3 peptide; AID 2129; GST-Bcl-xL / FITC-Bim BH3 peptide fluorescence polarization; Q07817; inhibition, % at 10.9 µM; actives 0.7% (n = 320,000);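 active = inhibition above the mean of all tested compounds plus 3 SD, cutoff set per campaign, cut at about 30% in these data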;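 note: 0% = DMSO wells and 100% = unlabeled Bim-BH3 peptide competitor; inhibitors lower millipolarization by displacing the labeled peptide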
Target sequence (Q07817 whole entry, looked up): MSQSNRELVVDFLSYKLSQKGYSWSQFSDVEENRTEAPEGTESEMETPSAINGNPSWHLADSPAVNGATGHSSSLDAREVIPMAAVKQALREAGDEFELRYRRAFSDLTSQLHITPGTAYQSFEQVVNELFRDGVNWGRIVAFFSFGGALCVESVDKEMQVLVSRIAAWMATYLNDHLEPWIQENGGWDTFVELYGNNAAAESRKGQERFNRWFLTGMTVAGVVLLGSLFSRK
GSTO1 counter = GSTO1 inhibition, counter-screen for RBBP9 inhibitors; AID 1974; actives 1.1% (n = 300,000); P78417; recombinant GSTO1, activity-based probe fluorescence polarization; inhibition, % at 5.96 µM;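 active = inhibition above the campaign mean inhibition plus 3 SD, cut at about 35% in these data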;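 note: 0% = GSTO1-1 with DMSO and 100% = wells lacking GSTO1-1 enzyme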
Target sequence (P78417 whole entry, looked up): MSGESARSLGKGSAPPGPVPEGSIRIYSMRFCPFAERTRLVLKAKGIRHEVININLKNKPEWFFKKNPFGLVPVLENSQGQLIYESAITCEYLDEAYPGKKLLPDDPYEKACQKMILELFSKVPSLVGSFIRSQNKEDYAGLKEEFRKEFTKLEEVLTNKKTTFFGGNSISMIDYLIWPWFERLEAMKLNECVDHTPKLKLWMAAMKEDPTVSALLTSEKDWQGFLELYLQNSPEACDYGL
PAD4 inh = blocks human protein arginine deiminase 4; Q9UM07; recombinant PAD4, RCA probe fluorescence polarization; inhibition, % at 6.36 µM; actives 0.41% (n = 330,000); AID 485272;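 active = percent inhibition above a cutoff equal to the mean of all tested compounds plus 3 SD, cut at about 15% in these data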;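 note: 0% = PAD4 with RCA probe and DMSO and 100% = probe without PAD4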
MCL1-BIM inh = inhibitors of human MCL1 binding to BIM-BH3 peptide | Q07820 | GST-MCL1 / FITC-Bim-BH3 fluorescence polarization | inhibition, % at 10.9 µM | actives 0.68% (n = 320,000);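 active = inhibition above the mean inhibition of all tested compounds plus 3 SD, set per campaign, cut at about 40% in these data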;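 note: 0% = DMSO wells and 100% = unlabeled Bim-BH3 peptide control; higher means more loss of mP so more displacement of Bim peptide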
Fam108B inh = counter-screen for RBBP9 inhibitors: inhibitors of mouse Fam108B; recombinant Fam108B, FP-Rh probe fluorescence polarization; inhibition, % at 9.51 µM; actives 0.33% (n = 300,000);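 active = inhibition above the screen mean inhibition plus 3 SD, computed separately per campaign, cut at about 18% in these data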;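 note: inhibitors lower polarization as less probe binds the enzyme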
MEX-5 binding = C. elegans MEX-5 TCR-2 RNA binding activity | Q9XUB2 | AID 1832 | MEX-5/FITC-TCR2 RNA binding, fluorescence polarization; active compounds read low | activity score (negative = inhibition of binding), % at 10 µM | actives 0.38% (n = 300,000);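 active = inhibition past about -25% in most replicates, and total fluorescence under double the plate's negative control median, limit read from the data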;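 note: 0% = DMSO and -100% = 5 µM competing unlabeled TCR2 RNA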
PME-1 inh = blocks human protein phosphatase methylesterase 1. Q9Y570. recombinant PME-1, FP-Rh probe fluorescence polarization. inhibition, % at 5.9 µM. actives 0.53% (n = 320,000). AID 2130;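 active = inhibition above the campaign mean of all compounds plus 3 SD, cut at about 26% in these data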;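 note: competitive labeling of PME-1 active site by serine hydrolase directed probe; 0% = PME-1 with DMSO and 100% = wells lacking PME-1 enzyme; inhibitors block probe labeling so polarization falls and inhibition rises; many of its hits are not listed in these tables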
Target sequence (Q9Y570 whole entry, looked up): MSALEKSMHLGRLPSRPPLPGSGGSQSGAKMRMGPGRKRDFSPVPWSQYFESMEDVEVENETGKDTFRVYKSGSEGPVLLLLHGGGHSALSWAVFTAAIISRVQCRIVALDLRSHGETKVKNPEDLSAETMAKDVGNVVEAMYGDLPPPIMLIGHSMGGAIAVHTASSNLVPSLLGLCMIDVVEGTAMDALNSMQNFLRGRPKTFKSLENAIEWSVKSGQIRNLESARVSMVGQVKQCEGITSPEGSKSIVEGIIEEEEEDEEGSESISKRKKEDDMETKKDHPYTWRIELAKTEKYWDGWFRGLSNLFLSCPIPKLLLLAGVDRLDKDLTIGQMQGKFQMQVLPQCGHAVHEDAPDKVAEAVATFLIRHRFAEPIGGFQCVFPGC
Numbers without * were called inactive; · = no result given. Some of the compounds tested, so the mix of outcomes need not match the whole.

SMILES	TPT1 inhibitor	GLD-1 RNA inh	Bcl-xL primary	GSTO1 counter	PAD4 inh	MCL1-BIM inh	Fam108B inh	MEX-5 binding	PME-1 inh
O=C(NC(Cc1ccccc1)C(=O)O)/C(=C/c1ccc(Cl)cc1)NC(=O)c1ccccc1 (configuration not stated)	1	3	6	2	-4	-1	-1	0.2	-2
COc1cccc(N2CCN(c3ccc4nnc(CCC(=O)Nc5ccc(F)cc5)n4n3)CC2)c1	0	1	1	5	-2	-1	-4	1.8	-7
O=C(CCN1C(=O)C2CC=C(Cl)CC2C1=O)N1CCCCC1 (configuration not stated)	-24	58*	54*	10	2	56*	2	-41*	3
CC1CCN(CC(=O)c2cccs2)CC1	-4	6	7	0	0	0	-1	2.1	0
CC(C)(C)c1cc(C(=O)NNc2ccc(OC(F)(F)F)cc2)n(Cc2ccccc2)n1	0	1	0	-9	-2	-10	-7	-4.2	-10
CCN(CC)S(=O)(=O)c1ccc(Nc2ccc(-c3ccc4c(c3)OCCO4)nn2)cc1	-2	0	0	-3	-1	3	20*	-4.6	-68
O=C(O)Cc1ccc(C(=O)c2ccc(Cl)cc2)s1	1	-2	2	9	4	0	-4	1.4	-2
Cc1c(C)n(C(=O)CN2CCC(C(N)=O)CC2)c2ccccc12	0	-2	2	10	-1	-2	2	0.7	-2
O=[N+]([O-])c1cc(/C=N/NC(=S)Nc2ccccc2Cl)ccc1Cl	-2	5	2	-10	0	7	0	·	-3
O=C(CSc1nnc2ccccn12)NCCN1C(=O)CSC1=O	4	-1	-1	-15	-1	8	-3	-0.4	-3
CN(C)S(=O)(=O)c1ccc(C(=O)Nc2nnc(SCc3cccc4ccccc34)s2)cc1	0	-2	0	-10	-2	7	-3	1.6	-5
CSc1cccc(NC(=O)c2[nH]c(C)c(C(C)=O)c2C)c1	-2	8	1	-7	-1	0	-2	4.0	-4
CCOc1ccc(OCc2ccc(C(=O)NCc3ccncc3)o2)cc1	0	4	0	1	-4	-1	-2	1.5	0
CC1=C(C(=O)OCc2ccccc2)C(c2ccc([N+](=O)[O-])cc2)NC(=O)N1CCCC(=O)O (configuration not stated)	0	-4	-3	7	-3	-6	-3	4.4	3
COc1cc(/C=C2\NC(=S)N(C)C2=O)ccc1OCc1ccccc1F	2	-9	1	3	2	-7	0	1.0	-2
O=C(NCCS(=O)(=O)NCc1ccc2c(c1)OCO2)c1ccccc1	-3	-2	6	-3	-4	5	0	0.3	-4
O=C(CC1CCC1)NC(c1ccccc1)c1ccccc1	2	1	1	4	-2	-6	6	0.1	-2
COc1ccc(/C=N/NC(=O)C(C)Sc2ccccn2)cc1[N+](=O)[O-] (configuration not stated)	1	-8	-12	-1	-5	-20	3	1.1	-4
COc1cc(C#N)c(NC(=O)CN2CCN(CCO)CC2)cc1OC	-1	2	-2	1	-5	-1	0	1.0	-2
Cc1nnc(SC(C)C(=O)NCC2CCCO2)n1-c1ccccc1 (configuration not stated)	1	-5	0	1	-1	-3	2	1.6	-7
CCN(CC)CC(C)(C)NS(=O)(=O)c1ccc(Cl)cc1	2	9	-1	1	-2	-2	-1	0.7	0
COc1ccc(/C=N\NC(=O)c2c(C)nc3ccc(Br)cn23)cc1	-2	5	-3	-3	4	4	-4	-4.4	5
CC(=O)Nc1ccc(S(=O)(=O)N2CCC(Oc3ccc(-n4cnnn4)cc3)CC2)cc1	2	-1	-2	-3	4	-6	-3	-0.2	5
COCC(=O)Nc1ccc(Nc2ccccc2)cc1	-3	3	3	6	-9	9	-2	0.3	-3
O=C(NC(Cc1ccccc1)C(=O)O)NC12CC3CC(CC(C3)C1)C2 (configuration not stated)	2	-22	1	2	-4	9	2	-1.1	1
CN1C(=O)/C(=C/c2ccc(OC(=O)c3ccco3)cc2)SC1=S	4	-8	2	3	-1	-1	-3	-0.7	-3
C=C1CCN(c2ccc(C(=O)NCc3ccccc3)cc2[N+](=O)[O-])CC1	-3	8	6	0	-2	3	4	2.1	5
CSC(=NC(C)c1ccccc1)NS(=O)(=O)c1cccs1 (configuration not stated)	-3	4	3	0	-2	6	4	2.6	3
CSC(=NC#N)N1CCN(c2cccc(Cl)c2)CC1	-2	2	7	13	-2	8	-1	0.7	2
COC(=O)c1ccc(CSc2nnc(NC(C)C)s2)cc1	-3	1	-4	-7	2	0	2	1.9	1
CCN1CCN(CCCNC(=O)C2CCN(c3nnc(-n4cccc4)s3)CC2)CC1	-3	2	-1	-15	-5	5	2	-0.1	-1
Cc1ccc(C(=O)O)cc1NC(=O)Nc1ccc2c(c1)OCO2	-5	4	2	6	-5	0	-1	-0.8	-2
COc1ccc(NC(=O)CCc2c(C)nc3nc(CNC(=O)c4cccc(F)c4)nn3c2C)cc1OC	-1	-5	6	0	-2	7	-4	2.4	4
O=C(Nc1ccccc1O)c1ccc(C(=O)c2ccccc2)o1	0	6	4	3	-1	16	1	-0.5	0
Cc1cc(C=O)c(C)n1-c1cc(C(F)(F)F)ccc1N1CCOCC1	-1	-4	1	2	2	7	2	-0.6	2
CN(Cc1cccc(F)c1)C(=O)c1cc(S(=O)(=O)N2CCOCC2)ccc1N1CCCC1	·	-3	-3	·	-3	-3	·	·	8
Nn1c(SCc2cccc(Br)c2)nnc1-c1ccncc1	-4	0	2	15	2	-8	0	3.0	0
Cc1nn(CC(=O)N2CCOCC2)c(=O)c2c1sc1ccccc12	1	3	1	-2	-1	0	2	0.1	2
Cc1ccc(-c2n[nH]c(=O)c3ccccc23)cc1N	2	8	7	-5	-3	7	-2	-0.8	2
COc1ccc(NC(=O)c2ccc(F)c(F)c2)c2ccccc12	-2	0	-2	3	-3	-4	-2	2.3	-1
COC(=O)c1ccccc1NC1=C/C(=N\S(=O)(=O)c2ccc(C(=O)O)cc2)c2ccccc2C1=O	-3	15	40*	86*	25*	45*	57*	-4.2	21
Cc1cc(C)n(-c2ccc(C(=O)Nc3sccc3C(N)=O)cc2)n1	8	-4	7	-16	-3	-8	-3	-0.7	-38
Cc1cc(NCCCO)n2nc(-c3cccs3)cc2n1	0	-1	7	3	-2	5	1	2.1	-1
COc1ccc(/C=C(/NC(=O)c2ccco2)C(=O)N2CCCC2=O)cc1	-5	-2	5	3	2	5	9	-0.2	6
CCn1nc(C)c(Br)c1-c1nc(-c2ccc(C)cc2)no1	-3	-6	2	9	2	2	0	1.1	-1
O=C(NCc1cccs1)C(=O)NCC1OCCCN1S(=O)(=O)c1ccc(F)cc1 (configuration not stated)	1	2	2	2	1	6	-2	-0.4	3
N#CC(c1nc2ccccc2nc1OCCO)S(=O)(=O)c1ccccc1 (configuration not stated)	1	3	0	7	0	-2	6	-38*	0
Cc1ccc(/C=N/n2c(C)nnc2C)o1	-2	8	4	-3	-2	3	-4	-2.4	-4
COc1cc(C(=O)OC(C)C(=O)Nc2ccc3c(c2)OCO3)ccc1OCc1c(C)noc1C (configuration not stated)	4	3	-2	15	-2	10	-4	-1.3	-9
Nc1c(C(=O)O)sc2nc(-c3ccc(F)cc3)cc(-c3ccccc3)c12	29*	7	-4	4	-4	-16	2	0.6	1
Next part:
SMILES	TPT1 inhibitor	GLD-1 RNA inh	Bcl-xL primary	GSTO1 counter	PAD4 inh	MCL1-BIM inh	Fam108B inh	MEX-5 binding	PME-1 inh
COc1cc(NC(=O)CCCNC(=O)Cn2cnc3sc4c(c3c2=O)CCCC4)cc(OC)c1OC	2	-4	-1	-6	-1	-3	0	-1.4	-1
O=C(C1CCC1)N1CCC(O)(c2cccc(F)c2)CC1	-2	-5	12	8	2	4	-2	2.4	-1
CCCCc1cc2c(c(NC(C)=O)n1)c(=O)oc1ccccc12	1	-2	0	4	1	1	0	0.1	1
O=C(N/N=C/c1cccnc1)c1ccc2c(c1)OCO2	3	-3	-1	-2	-5	0	4	0.0	0
COc1ccc(N(C)S(=O)(=O)c2cccc3nsnc23)cc1	-4	-4	0	0	-2	0	3	0.9	4
NC(=O)CCn1nc(-c2ccc(Cl)cc2)c2ccccc2c1=O	-5	2	5	3	2	3	0	0.9	-5
COc1ccc(N(CC(=O)NCc2ccc3c(c2)OCO3)S(=O)(=O)c2ccccc2[N+](=O)[O-])c(OC)c1	-1	9	3	1	3	2	9	-1.7	5
CC(=O)c1ccc(N2CCN(C(=O)c3ccco3)CC2)c(F)c1	0	-5	4	-3	-2	-7	5	-3.6	0
CCN(CC)c1ccc(C=Nc2ccc(N(C)C)cc2)c(O)c1	6	7	25	66*	12	33	-5	-12	-6
Cc1cccc(-c2ncc(CN3CCC(CO)(CCCc4ccccc4)CC3)cn2)c1	2	-6	-5	-3	-5	2	-2	3.9	1
CC1(C)OC(C)(C)/C(=C/Nc2ccccc2)C1=O	-1	-2	4	0	-3	7	-1	-0.9	-4
COc1ccc(C)cc1S(=O)(=O)N(C)CC(=O)NC1CCCCCC1	0	-6	-17	-2	-3	-23	-1	2.1	-6
COc1cc(NC(=O)c2cc(-c3ccc(C)cc3)on2)cc(OC)c1OC	4	-11	-2	-1	-4	-12	-11	1.9	-6
Cc1ccc(NC(=O)COC(=O)CN2C(=O)NC(C)(C)C2=O)cc1S(=O)(=O)N1CCOCC1	4	-16	-2	2	1	-2	0	0.1	4
CC(=O)OCC(OC(C)=O)C(OC(C)=O)C(OC(C)=O)C(=O)Nc1ccccc1C (configuration not stated)	1	9	5	-8	2	5	0	0.6	-3
O=C(COc1ccc(Cl)cc1)N1CCN(c2ccc([N+](=O)[O-])c(N3CCCCC3)c2)CC1	3	13	-4	-7	1	-5	0	-5.2	1
O=C(CCNC(=O)c1ccco1)Nc1cccc(C(F)(F)F)c1	1	-4	0	1	0	0	-1	1.9	2
CCCc1c(C)nc2ccc(OC)cc2c1SCCC(=O)O	0	4	5	-12	-6	9	0	-2.6	7
COc1ccc(-n2c(Cc3cccn3C)nnc2SCC(=O)Nc2cc(C)cc(C)c2)cc1	3	6	-2	-3	0	-4	-1	-0.9	4
O=C(CSc1nnc(Cc2ccccc2)n1C1CCCCC1)N1CCOCC1	-2	-1	5	-1	3	0	0	0.0	0
COc1cc(/C=N/NC(=O)c2nc(C)cc(C)n2)ccc1O	2	-6	2	0	2	6	-1	-17	0
Cc1cc2cc(CN(Cc3ccc4c(c3)OCO4)Cc3nnnn3C3CCCC3)c(=O)[nH]c2cc1C	0	0	0	-2	-2	0	3	2.7	1
COC(=O)c1ccc(=O)n(CC(=O)c2ccc(Cl)cc2)c1	-2	0	9	6	0	1	1	0.9	1
O=C(CCCCC(=O)Nc1c(I)cc(I)c(C(=O)O)c1I)Nc1c(I)cc(I)c(C(=O)O)c1I	0	1	5	8	-3	-11	-2	-0.9	-4
COc1ccc(NC(=O)CN2CCOCC2)cc1	-5	3	6	3	1	8	3	-0.8	-3
COc1cc(OC)cc(C(=O)NCCCNC(=O)c2ccccn2)c1	-3	1	3	-4	-2	5	-1	-1.5	3
CC(C)(C)c1cc(C(=O)Nc2ccccc2)ccn1	1	6	2	2	7	4	-4	-3.7	-4
CCn1ccc(C(=O)Nc2ccc(S(=O)(=O)Nc3ccccc3OC)cc2)n1	1	2	7	2	2	10	-7	-0.8	7
O=C(Nc1ccc2c(c1)CCC2)c1cccc(OC(F)F)c1	-3	2	4	-1	-1	-2	2	1.1	-4
COC(=O)Cc1ccc(NC(=S)NCCO)cc1	-1	6	2	3	-2	5	0	-0.8	-2
Cc1ccc(Cl)cc1NC(=O)COC(=O)CC1CCCCC1	·	7	-3	·	-2	0	·	·	12
